# GPR55 beta-arrestin – GPR55 agonists via beta-arrestin recruitment, primary screen, imaging, U2OS cells, beta-arrestin-GFP redistribution (AID 1961) | U2OS GPR55 beta-arrestin-GFP redistribution imaging; higher % means a stronger effect | activation, % at 10 µM; hits with a dose series show EC50 in µM | 290,000 compounds, 0.048% hits;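 active means activation above 40% with more than 50 cells counted in the well; inconclusive means wells holding fewer than 50 cells, flagged as toxic or sparse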;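 further: U2OS osteosarcoma cells stably expressing GPR55 and beta-arrestin-GFP; plate controls were DMSO negative control for no effect and LPI positive control for full effect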
# NOD2 inhibition – NOD2 signaling inhibitors, cell-based, luminescence, uHTS, HEK293 (AID 1566) | HEK293 NOD2/NF-kB luciferase reporter, luminescence; higher % means a stronger effect | inhibition, % at 4 µM; hits with a dose series show EC50 in µM | 290,000 compounds, 0.63% hits; further: many of its hits are not listed in these tables
# HIV peptide binding – inhibitors of HIV fusion peptide binding, primary screen, biochemical, uHTS, fluorescence dequenching (AID 1986); 290,000 compounds, 0.3% hits; cell-free peptide binding, fluorescence dequenching, 30 min; higher % means a stronger effect; one-dose inhibition, % at 20 µM; IC50 in µM for titrated hits; in the data active means inhibition mostly above about 52%, no sharp cut-off; inactive means mostly below about 76%; further: some results filed as inactive read as strong as hits
# NOD1 NF-kB reporter – NOD1 signaling inhibitors, primary screen, cell-based, luminescence, uHTS (AID 1578). 290,000 compounds, 1% hits. inhibition, % at 4 µM, or EC50 in µM where a hit was titrated. NOD1-driven NF-kB luciferase reporter cells, luminescence; higher % means a stronger effect; in the data active means inhibition mostly above about 36%, no sharp cut-off; inactive means mostly below about 34%;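 further: HEK-293T reporter cells stimulated with the NOD1 agonist gamma-tri-DAP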
# GPR35 arrestin U2OS – GPR35 antagonists blocking zaprinast-driven arrestin recruitment, primary screen, imaging, U2OS, beta-arrestin-GFP, zaprinast agonist (AID 2058); G-protein coupled receptor 35 (Homo sapiens); U2OS GPR35 beta-arrestin-GFP translocation imaging, zaprinast antagonism; higher % means a stronger effect; inhibition, % at 10 µM; hits with a dose series show IC50 in µM; 290,000 compounds, 0.052% hits;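 active means inhibition of at least 50% with at least 30 cells and total cytoplasm GFP at most 10,000,000; inconclusive means under 30 cells or total GFP of 10,000,000 plus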
# Myeloid diff 2 – induction of myeloid progenitor differentiation, primary screen, cell-based, flow cytometry, MLPCN library; 360,000 compounds, 1% hits; ER-HoxA9 myeloid progenitors, lysozyme-GFP differentiation; calls only at 10 µM;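 active means normalized GFP-positive differentiation at or above the plate's own cutoff, the solvent-only control mean plus 3 SD; inconclusive means no clear call, values can overlap the other calls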;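 further: cells exposed to compound for four days before flow analysis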
# GPR55 antagonists – GPR55 antagonists blocking LPI-driven arrestin recruitment, primary screen, imaging, U2OS, beta-arrestin-GFP, LPI agonist (AID 2013). U2OS GPR55 beta-arrestin-GFP translocation imaging, LPI antagonism; higher % means a stronger effect. G-protein coupled receptor 55 (Homo sapiens). 290,000 compounds, 0.13% hits. one-dose inhibition, % at 10 µM; IC50 in µM for titrated hits;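 active means spots per cell inhibited over 60%, with over 100 cells counted and total cytoplasm intensity under 500,000; inconclusive means wells with under 100 cells, flagged as likely toxic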;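 further: U2OS cells stably carrying GPR55 and arrestin-GFP stimulated by 5 µM LPI near EC80; imaged beta-arrestin-GFP aggregate spots per cell after agonist stimulation; plate controls were LPI-stimulated DMSO wells for no effect and DMSO wells without LPI for full effect; some results filed as inactive read as strong as hits; confirmed hits need IC50 under 10 µM and bright autofluorescent wells are also inconclusive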
# KOR beta-arrestin-1 – KOR antagonists, beta-arrestin recruitment, cell-based, luminescence, uHTS (AID 1778) | KOR beta-arrestin recruitment, luminescence, antagonist mode; higher % means a stronger effect | inhibition, % at 10 µM, or IC50 in µM where a hit was titrated | 290,000 compounds, 0.091% hits; further: strong numbers were not always called active
# KOR beta-arrestin-2 – KOR agonists, beta-arrestin recruitment, primary screen, cell-based, luminescence, uHTS (AID 1777) | Kappa-type opioid receptor (Homo sapiens) | KOR beta-arrestin recruitment, luminescence; higher % means a stronger effect | one-dose activation, % at 10 µM; EC50 in µM for titrated hits | 280,000 compounds, 0.02% hits; in the data active means activation above about 50%, passing the limit was not always enough; further: a part of the inactive calls stands beside numbers as strong as those of hits
# Myeloid diff 2 GFP+ MAC1+ % – also measured in Myeloid diff 2; calls as there; GFP+ MAC1+ double positive, %; measured here: differentiation confirmed by MAC1 staining
# The depositor's hits bear a star; i = inactive; ? = inconclusive; . = no result given; + = active, no number; [ ] = dose if it differs, or a comment. Unless noted, no stated cut-off is given here; in the data, active means inhibition above about 50%; inactive means the rest. Not all compounds are listed, so the mix of outcomes need not match the whole.
SMILES	GPR55 beta-arrestin	NOD2 inhibition	HIV peptide binding	NOD1 NF-kB reporter	GPR35 arrestin U2OS	Myeloid diff 2	Myeloid diff 2 GFP+ MAC1+ %	GPR55 antagonists	KOR beta-arrestin-1	KOR beta-arrestin-2
COC(=O)c1ccccc1NS(=O)(=O)c1ccc2c3c(cccc13)C(=O)N2	0.5%	18.6%	-1.6%	.	0.7%	i	5.6	4.6%	-5.9%	0.9%
Cc1ccc2c(C)nc(N/C(N)=N/S(=O)(=O)c3ccc([N+](=O)[O-])cc3)nc2c1	-0.4%	-12.0%	2.0%	-13.6%	6.5%	i	0.1	-6.3%	.	2.1%
Cc1ccc(C(=O)NNC(=O)C2CCN(S(=O)(=O)c3ccc(Cl)cc3)CC2)cc1	0.1%	5.1%	-0.1%	-9.9%	-11.3%	i	1.5	13.7%	15.9%	2.5%
CCCCOc1ccc(C2CC(=O)N(C)C2=O)cc1 (centres undefined)	-0.3%	-15.3%	1.8%	-36.7%	1.5%	i	1.7	2.8%	19.2%	1.1%
CCC(=O)N1CCc2cc(S(=O)(=O)NC(Cc3ccccc3)C(=O)NC3CCCCC3C)ccc21 (centres undefined)	-0.2%	-7.5%	-2.4%	-25.0%	-11.4%	i	3.8	-11.0%	3.7%	.
CCOC(=O)CSc1n[nH]c(-c2ccco2)n1	-0.1%	9.3%	0.1%	2.8%	2.6%	i	1.0	1.6%	-18.6%	4.4%
Cc1ccc(OCC(=O)NCCNC(=O)COc2ccc(C)cc2)cc1	1.2%	7.9%	-1.4%	-4.6%	1.5%	i	0.6	6.4%	-1.7%	-0.9%
Cc1cc(CNC(=O)C2CCC(=O)N(CCc3ccc(Cl)cc3)C2)no1 (centres undefined)	0.3%	-7.1%	-1.5%	-37.5%	-4.0%	i	0.5	2.4%	-9.2%	-3.2%
CCc1nccn1CCC(=O)N1CCCC(Nc2ccc(C(C)C)cc2)C1 (centres undefined)	-0.1%	-5.6%	0.4%	-18.2%	9.6%	i	0.1	-2.0%	-42.1%	9.0%
CC(NC(=O)C(=O)NN=C1CCCC1)c1ccccc1 (centres undefined)	0.9%	-24.9%	0.6%	-29.5%	11.2%	i	0.0	5.5%	-2.9%	0.5%
O=C(NC1CCCCC1)c1ccc(N2CCCC2=O)cc1	-0.4%	-2.6%	0.3%	-19.6%	14.3%	i	0.7	13.3%	7.3%	-2.4%
CC(=O)NC(Cc1ccc(C)cc1)C(=O)NC1CCN(C(=O)c2ccc([N+](=O)[O-])cc2)CC1 (centres undefined)	0.0%	15.0%	-0.7%	-4.9%	13.4%	i	0.2	-2.6%	-30.7%	2.4%
O=C(COc1ccc(OCc2ccccc2)cc1)NN=C1CCCC1	0.1%	-8.7%	-2.2%	-18.5%	10.0%	i	0.9	-1.3%	-2.6%	-2.5%
CCCCc1ccc(/C=C2\C(=O)ON=C2c2ccccc2)s1	0.1%	26.5%	9.1%	-6.7%	-6.5%	i	0.3	9.3%	25.1%	-1.1%
Cc1cc(C)nc(SCNC(=O)c2ccccc2)n1	-0.2%	27.0%	-1.1%	-25.6%	-4.4%	i	9.3	8.7%	32.5%	6.0%
O=C1CCCCN1CCC(=O)N1CCCC(N2CCN(c3cccc(Cl)c3)CC2)C1 (centres undefined)	0.1%	-52.6%	1.2%	-43.8%	11.0%	i	1.4	17.1%	-10.3%	6.6%
COC(=O)c1sccc1NC(=O)Cc1ccc(OC)c(OC)c1	-0.3%	9.3%	-0.9%	4.2%	5.8%	i	0.3	5.4%	16.8%	4.5%
O=C(Cn1cc(C(F)(F)F)ccc1=O)NCCc1ccc(Cl)cc1Cl	?	-5.4%	0.4%	-27.5%	-1.8%	i	0.6	-6.9%	24.3%	0.5%
COc1cc(C(c2sc3nc(C)nn3c2O)N2CCC3(CC2)OCCO3)cc(OC)c1OC (centres undefined)	-0.1%	-1.0%	3.1%	-12.7%	6.1%	i	0.3	-18.3%	26.4%	-5.5%
S=C(Nc1cccnc1)Nc1cccc2cnccc12	-0.3%	9.7%	22.6%	-19.9%	-10.1%	i	0.2	3.8%	-50.8%	1.2%
COC(=O)C1=C(C)N=C2SC(C)C(=O)N2C1/C=C/c1ccccc1OC (centres undefined)	-0.2%	3.6%	5.3%	-11.5%	11.2%	i	1.9	30.9%	-15.1%	12.1%
Cc1ccccc1OCC(=O)N/N=C/c1cn(Cc2ccccc2)c2ccccc12	0.2%	-93.0%	-2.0%	1.5%	7.5%	i	0.4	-1.5%	20.1%	6.0%
COc1ccc(S(=O)(=O)N2CCc3cc4c(cc3C2C)OCCCO4)cc1 (centres undefined)	0.4%	16.3%	-2.1%	4.9%	22.1%	i	3.5	6.1%	-23.9%	1.3%
CC(CC(=O)Nc1ccc(Br)cc1F)S(=O)(=O)c1ccc2c(c1)NC(=O)CO2 (centres undefined)	-0.1%	2.1%	3.9%	-14.0%	-13.8%	i	0.5	-9.1%	-2.4%	2.7%
Cc1ccc(-c2nc(CS(=O)(=O)CC(=O)NCCN3CCCC3)c(C)o2)cc1	0.1%	12.1%	0.9%	-24.2%	0.1%	i	6.3	-0.3%	-56.0%	-0.3%
CCCCNC(=O)CNC(=S)N(Cc1cc(OC)c(OC)c(OC)c1)C1CCCC1	0.1%	9.5%	0.5%	-22.4%	-7.9%	i	0.3	-6.9%	21.4%	-2.8%
O=C(NCc1ccc(Cl)cc1)NCC(F)(F)F	0.2%	-7.9%	-0.7%	-6.0%	-8.4%	i	0.4	9.1%	-8.2%	6.0%
CCOC(=O)c1sc(NC(=O)Nc2ccc(Cl)cc2)nc1C	0.3%	-43.7%	0.4%	23.0%	-3.4%	i	0.2	.	-8.9%	6.1%
C[C@H](NC(=O)N1CCn2c1nc1ccccc12)C(=O)NCCc1ccccc1	-0.1%	14.2%	2.1%	-13.3%	-8.0%	i	5.1	0.0%	.	.
Cc1ccccc1NC(=S)N(CCN(C)C)C(C)c1ccco1 (centres undefined)	-0.2%	8.9%	3.6%	-16.2%	-7.9%	i	0.5	4.9%	4.7%	-0.6%
COCCn1c(SCC(=O)Nc2ccc(N3CCOCC3)cc2)nc2ccccc21	0.3%	19.6%	1.2%	-4.7%	1.2%	i	0.1	1.2%	12.7%	-3.6%
OC(c1nc2ccccc2[nH]1)C(O)c1nc2ccccc2[nH]1 (centres undefined)	-0.2%	-7.7%	-1.1%	-18.9%	10.8%	i	0.3	-2.2%	10.9%[20 µM]	-3.1%
COc1cccc(CN2CCNC(=O)C2CC(=O)NC2Cc3ccccc3C2)c1 (centres undefined)	-0.1%	11.3%	0.9%	-6.1%	1.4%	i	0.4	6.5%	27.9%[20 µM]	-6.0%
COc1ccccc1-c1nnc(NC(=O)c2ccc(S(=O)(=O)N3CCOCC3)cc2)o1	0.2%	4.9%	5.3%	13.6%	1.3%	i	0.2	9.1%	-37.2%	6.3%
O=S(=O)(c1ccccc1)C1(C2CC(c3ccccc3)=NO2)CC(O)C1 (centres undefined)	-0.2%	10.7%	0.3%	9.1%	-7.6%	i	2.0	0.8%	-41.5%[20 µM]	-0.6%
COc1cccc(NC(=O)C(Sc2nnc(Nc3ccccc3C)s2)c2ccccc2)c1 (centres undefined)	0.8%	8.8%	-2.4%	14.1%	-4.3%	i	0.1	13.1%	3.3%	10.8%
CCCCCCCCOC(=O)/C=C/c1c(C)[nH]c(=O)[nH]c1=O	0.4%	2.6%	1.0%	-10.5%	13.0%	i	0.4	4.9%	-4.9%	2.4%
O=C(c1cccs1)N(Cc1cc2ccccc2[nH]c1=O)CC1CCCO1 (centres undefined)	-0.1%	-4.2%	-1.6%	3.7%	0.0%	i	1.9	2.9%	-37.0%	-6.6%
COc1ccccc1NC(=O)COc1ccc(Br)cc1CO	0.1%	8.3%	-0.7%	-15.3%	3.9%	i	1.7	4.3%	-6.6%	-7.2%
N#C/C(=N\O)c1nc2ccccc2[nH]1	-0.1%	12.2%	-1.3%	-12.5%	-2.9%	i	0.3	-0.9%	32.3%	-2.9%
O=C1CC(Cc2ccc(Br)cc2)C(=O)N1c1ccccc1 (centres undefined)	-0.2%	5.1%	-0.6%	-19.8%	8.9%	i	0.8	18.4%	-5.8%	0.4%
COc1cccc(OCC(=O)Nc2c3c(nn2-c2ccccc2)CS(=O)(=O)C3)c1	-0.1%	-4.0%	0.1%	-0.3%	12.6%	i	1.3	-2.7%	-4.9%	1.5%
COc1ccc(NC(=O)Nc2cccc(NC(C)=O)c2)c(OC)c1	-0.3%	11.6%	-1.1%	2.7%	9.6%	i	0.3	2.7%	6.9%	1.4%
O=C(CCCNC(=O)/C(=C/c1ccc(F)cc1)NC(=O)c1ccccc1)OCc1ccccc1	0.0%	11.4%	0.2%	-20.6%	-6.7%	i	0.1	5.3%	20.4%	7.2%
COc1cc(OC)c(C2Nc3ccccc3NC3=C2C(=O)CC(C)(C)C3)cc1OC (centres undefined)	-0.1%	2.9%	7.8%	-26.4%	0.7%	i	0.5	-2.5%	-23.3%	8.7%
O=C1N[C@@H](Cc2cnc[nH]2)C(=O)N2CCC[C@@H]12	-0.1%	1.2%	2.9%	-36.7%	1.3%	i	2.2	6.4%	20.0%	-2.2%
Cc1nnc(Nc2ccccc2)n(N)c1=O	-0.2%	-16.3%	-1.0%	-26.5%	-6.4%	i	0.0	7.8%	6.9%	-4.7%
Cc1ccc(C(=O)N2CCOCC2)cc1[N+](=O)[O-]	0.2%	8.7%	0.7%	-27.9%	4.6%	i	0.8	6.8%	-17.6%	7.5%
COc1ccccc1CNC(=O)c1cn(C)c(=O)c2cc(OC)c(OC)cc12	-0.2%	6.2%	-1.2%	7.9%	-2.1%	i	1.7	5.6%	-35.3%	3.8%
CCOC(=O)C(CC(=O)O)=C(c1ccccc1)c1ccccc1	0.6%	-8.7%	-0.4%	-9.6%	-18.7%	i	0.5	3.4%	-21.2%	0.4%
Fc1ccc(Br)cc1SCCc1ccncc1	-0.3%	27.5%	0.2%	1.3%	6.4%	i	0.5	1.4%	0.9%	5.0%
Cc1ccccc1-c1nc(CN2CCSCC2)c(C)o1	0.0%	3.2%	-0.7%	-22.6%	-1.0%	i	0.6	6.2%	2.1%[20 µM]	-2.8%
COc1ccc(NC(=O)Nc2cc(F)ccc2C)cc1	0.2%	12.4%	-1.2%	-11.2%	1.6%	i	0.1	2.6%	-43.5%[20 µM]	-1.3%
Cc1cccn2c(=O)c3cc(C(=O)NC4CCCCC4C)n(C)c3nc12 (centres undefined)	-0.1%	4.0%	15.6%	-49.7%	-7.9%	+	3.8*	-3.1%	-64.9%	1.2%
